Source: PubChem (The Scripps Research Institute Molecular Screening Center)
CHO parental Ca: ATP-evoked calcium signal inhibitors, parental CHO, primary screen, counter-screen for OX1R antagonist project, cell-based, fluorescence, Fluo-8 calcium dye; parental CHO-K1, ATP-induced calcium, Fluo-8 fluorescence; inhibition, % at 5.6 µM; actives 0.63% (n = 330,000);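 active = inhibition above that plate's mean sample inhibition plus 3 SD, cut at about 26% in these data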;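 note: 0% = ATP-challenged DMSO wells and 100% = DMSO wells without ATP; some compounds past the cut are filed as inactive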
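material = parental CHO cells | also added = ATP as calcium-mobilizing challenge | dosing = single point at 5.6 µM | detection = intracellular calcium via Fluo-8 no-wash fluorescent dye | read-out = % inhibition | benchmarks = low control ATP plus DMSO, high control DMSO only | repeats = one well per compound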
V1aR counter: agonists of human V1a receptor, primary screen, counter-screen for OXTR agonist project, fluorescence, CHO-V1R cells; Fluo-8 calcium fluorescence, agonist mode; 0% DMSO, 100% 3 nM vasopressin; activation, % at 3 µM; Vasopressin V1a receptor (Homo sapiens), P37288; actives 0.25% (n = 320,000); AID 2797, 2010;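 active = activation above the mean activation of all tested compounds plus 3 SD, per screening run, cut at about 20% in these data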;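 note: signal is peak over basal fluorescence ratio across a 100 second FLIPR read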
TAAR1 antag: human TAAR1 antagonists, primary screen, Fluo-8 calcium fluorescence, CHO RD-HGA16 cells | Trace amine-associated receptor 1 (Homo sapiens), Q96RJ0 | antagonist | inhibition, % at 3 µM | actives 1.5% (n = 360,000);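 active = inhibition above a per-plate cutoff, the mean inhibition of test compounds on that plate plus 3 SD, cut at about 49% in these data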;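 note: 0% = DMSO plus EC80 beta-PEA response and 100% = DMSO alone without agonist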
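Material: CHO RD-HGA16 cells bearing hTAAR1; compound dosing: one-point dosing, 3 µM nominal final; schedule: dye loading 75 min at 37 °C, then 30 min room temperature; measured by: calcium fluorescence with Fluo-8; control set: vehicle and agonist controls; replication: n of 1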
OXTR potentiate: human OXTR potentiators, primary screen, fluorescence, CHO-OTR cells, Fluo-8 calcium. Oxytocin receptor (Homo sapiens), P30559. Fluo-8 calcium fluorescence, potentiator mode; 0% = oxytocin EC15, 100% = EC100. activation, % at 3 µM. actives 0.061% (n = 320,000). AID 2445, 2010;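 active = activation above that plate's cutoff, the mean activation of tested compounds plus 3 SD, cut at about 6.6% in these data, passing the limit was not always enough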;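 note: 100% uses oxytocin at 75 nM as the full agonist control; some results filed as inactive read as strong as hits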
Target sequence (P30559 whole entry, looked up): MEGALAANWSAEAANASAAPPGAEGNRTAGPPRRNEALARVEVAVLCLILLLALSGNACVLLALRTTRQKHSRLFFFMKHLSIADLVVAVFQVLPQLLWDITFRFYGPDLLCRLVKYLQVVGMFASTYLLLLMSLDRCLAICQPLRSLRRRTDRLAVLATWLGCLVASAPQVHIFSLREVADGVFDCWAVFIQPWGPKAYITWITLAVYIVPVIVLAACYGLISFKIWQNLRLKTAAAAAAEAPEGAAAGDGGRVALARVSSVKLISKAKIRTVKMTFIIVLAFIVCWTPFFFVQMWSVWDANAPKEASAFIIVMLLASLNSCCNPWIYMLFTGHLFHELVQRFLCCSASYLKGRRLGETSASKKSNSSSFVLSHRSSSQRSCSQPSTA
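test system = CHO-OTR cells, human receptor | compound = single-point 3.0 µM | schedule = 6 min compound pre-incubation at room temperature, 100 s kinetic read | signal = Fluo-8 no-wash calcium dye fluorescence, excitation 470-495 nm, emission 515-575 nm | repeats = single well per compound, singlicate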
M1 PAM parental: nonselective calcium activators in parental CHO-K1 cells, primary screen, counter-screen for M1 PAM project, cell-based, Fluo-8 calcium fluorescence, full deck, 1536-well; AID 602247, 2012; ATP EC20; 0% at ATP EC20, 100% at ATP max; actives 0.02% (n = 360,000); activation, % at 3 µM;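 active = activation above the run cutoff, the mean activation of all test compounds plus 3 SD, cut at about 40% in these data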;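 note: peak over basal fluorescence ratio in a 140 s read after ATP addition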
TAAR1 ag: human TAAR1 agonists, primary screen, Fluo-8 calcium fluorescence, CHO RD-HGA16 cells. Trace amine-associated receptor 1 (Homo sapiens), Q96RJ0. vehicle wells 0%, saturating PEA agonist 100%. activation, % at 3 µM. actives 0.99% (n = 360,000);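 active = activation above the mean activation of all test compounds in the run plus 3 SD, cut at about 38% in these data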
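System: CHO RD-HGA16 cells carrying human TAAR1 plus Gα16; Incubation: 17-24 h seeding, 75 min 37 °C dye, 30 min RT; Measured by: Fluo-8 fluorescence, 5 s baseline then 140 s kinetic read; Control set: DMSO and PEA EC100; Replication: single well for each compound.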
CHO-K1 Ca ag: counter-screen for M1 agonists: effect in parental CHO-K1 cells | AID 602248, 2012 | activation, % at 3 µM | actives 0.48% (n = 360,000) | Fluo-8 calcium fluorescence; scaled to maximal ATP response, vehicle zero; in the data active = activation above about 15%;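 note: untransfected CHO-K1 host cells lacking M1 receptor as counterscreen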
CHO-K1 Ca antag: counter-screen for M1 antagonists: effect in parental CHO-K1 cells; ATP-induced calcium, Fluo-8 fluorescence; inhibition, % at 3 µM; AID 602250; actives 0.6% (n = 360,000);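 active = inhibition above a per-plate cutoff, the plate's mean sample inhibition plus 3 SD, cut at about 24% in these data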;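 note: 0% = DMSO plus EC80 ATP and 100% = DMSO alone without ATP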
M1 ag: human M1 muscarinic receptor agonists, primary screen, Fluo-8 calcium fluorescence, CHO-K1 cells, HTS; CHO-K1 hM1, agonist mode; 0% DMSO, 100% acetylcholine EC100; activation, % at 3 µM; actives 0.33% (n = 360,000); AID 588814, 2011;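 active = activation above the run's mean compound activation plus 3 SD, cut at about 16% in these data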;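 note: peak over basal fluorescence ratio within a 140 s kinetic read after compound addition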
Target sequence (P11229 whole entry, looked up): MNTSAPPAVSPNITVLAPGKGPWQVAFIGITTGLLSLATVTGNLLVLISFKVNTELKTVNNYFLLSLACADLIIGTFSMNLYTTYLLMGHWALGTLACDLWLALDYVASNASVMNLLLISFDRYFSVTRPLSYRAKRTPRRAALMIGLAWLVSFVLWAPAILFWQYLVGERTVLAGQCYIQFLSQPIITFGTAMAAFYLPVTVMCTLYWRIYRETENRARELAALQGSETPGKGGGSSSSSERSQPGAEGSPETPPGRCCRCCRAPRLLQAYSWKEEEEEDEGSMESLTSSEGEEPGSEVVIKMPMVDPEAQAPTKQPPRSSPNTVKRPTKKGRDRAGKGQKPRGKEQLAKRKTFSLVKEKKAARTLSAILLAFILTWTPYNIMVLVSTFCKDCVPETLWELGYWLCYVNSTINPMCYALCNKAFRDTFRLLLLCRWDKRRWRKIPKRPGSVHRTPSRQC
* marks the source's active call; other numbers are inactive results; nt = not tested or not shown.

no.	smiles	CHO-K1 Ca ag	V1aR counter	CHO parental Ca	M1 ag	CHO-K1 Ca antag	TAAR1 ag	M1 PAM parental	TAAR1 antag	OXTR potentiate
1	O=C(O)[C@H]1CCCC[C@H]1C(=O)NCCc1ccccc1	0.3	-0.1	-6.8	-2.8	0.2	85.0*	-2.2	85.2*	-0.8
2	Cn1c(=O)c2c(nc(N3CCN(Cc4ccccc4)CC3)n2CCCc2ccccc2)n(C)c1=O	2.3	0.8	-33.0	-3.0	1.6	16.7	3.1	33.2	-14.7
3	S=C(Nc1cccnc1)NC1CCCC1	0.6	-0.2	-5.6	-4.3	4.1	3.0	9.4	-7.5	-1.6
4	OC(COC(c1ccc(F)cc1)c1ccc(F)cc1)CN1CCc2ccccc2C1 (configuration not stated)	0.7	-0.3	-33.0	-14.3	-3.4	32.8	5.1	-12.7	-3.4
5	CCc1nc(SCC(=O)c2ccc3c(c2)OCCO3)c2ccccc2n1	2.1	0.4	-27.2	-5.7	-2.3	12.5	14.5	31.9	-1.8
6	CCCc1c(O)nc(SC2CC(=O)N(c3ccc(C)c(Cl)c3)C2=O)[nH]c1=O (configuration not stated)	3.9	-0.1	-18.5	-4.6	5.8	4.2	-16.4	7.9	-9.3
7	CCOC(=O)N1CCN(C(=O)CSc2nnc(C3COc4ccccc4O3)o2)CC1 (configuration not stated)	0.1	-0.8	-13.1	-2.9	-7.0	-0.6	12.0	-1.1	5.1
8	O=C(Nc1ccnn1C1CCN(Cc2ccc(CO)o2)CC1)c1ccccc1	0.5	0.8	-3.8	-1.5	-7.8	0.0	-3.5	-5.8	-8.9
9	Cc1ccc(S(=O)(=O)NC(=NCC(=O)O)c2ccccc2)cc1	0.3	0.2	0.7	-1.1	3.8	7.5	-2.6	12.6	-10.2
10	CC(=O)NS(=O)(=O)c1ccc(NC(=S)NC(=O)C2CCC2)cc1	0.7	nt	nt	-2.9	-3.5	-0.6	22.7	-19.4	nt

Continued (two carried over from the part before).
no.	smiles	CHO-K1 Ca ag	V1aR counter	CHO parental Ca	M1 ag	CHO-K1 Ca antag	TAAR1 ag	M1 PAM parental	TAAR1 antag	OXTR potentiate
9	Cc1ccc(S(=O)(=O)NC(=NCC(=O)O)c2ccccc2)cc1	0.3	0.2	0.7	-1.1	3.8	7.5	-2.6	12.6	-10.2
10	CC(=O)NS(=O)(=O)c1ccc(NC(=S)NC(=O)C2CCC2)cc1	0.7	nt	nt	-2.9	-3.5	-0.6	22.7	-19.4	nt
11	COC(=O)CN1C(=O)S/C(=C/c2cc(C)n(C)c2C)C1=O	-0.2	0.5	-15.8	-4.3	-0.1	4.2	7.0	-5.7	-18.3
12	O=C(N/N=C/c1sc2ccccc2c1O)c1ccccc1	5.8	11.4	1.9	6.6	7.9	nt	-16.0	nt	-15.0
13	COc1cccc(NC(=O)CCN2C(=O)c3ccc([N+](=O)[O-])cc3C2=O)c1	0.5	0.5	-10.0	-6.0	-3.7	9.2	11.6	-11.7	-4.8
14	CSc1nnc(-c2nnc(SC)n2-c2ccccc2)n1-c1ccccc1	0.2	-0.4	-2.0	1.6	-16.4	3.7	14.2	-10.0	-4.2
15	CCN(CC)S(=O)(=O)c1ccc(C)c(NC(=O)COC(=O)[C@@H]2CCCN2C(=O)c2cccs2)c1	2.7	1.7	-28.5	-3.4	-15.8	1.2	0.6	-0.9	-8.9
16	CC(CCc1ccco1)NC(=O)Cn1nc(Cc2ccncc2)c2ccccc2c1=O (configuration not stated)	0.0	-0.6	-11.7	-0.7	12.2	1.2	2.5	-31.8	-1.4
17	CC(C)CCNC(=O)CN(Cc1ccccc1Cl)C(=O)CCC(=O)Nc1ccccn1	1.3	0.5	-11.8	-4.4	-8.2	1.5	-12.8	-2.8	-4.1
18	O=C(Cc1cn(Cc2cccc(Cl)c2)c2ccccc12)N1CCCC1	3.8	1.5	-27.6	-7.0	-21.0	10.9	31.9	-2.5	-5.8
19	COc1cccc(-c2cc(C(=O)NCCCn3ccnc3)no2)c1	-0.1	-1.1	-10.2	-4.5	-7.2	8.0	2.0	1.1	-12.9
20	COCCN(C(=O)/C=C/c1ccccc1)c1c(N)n(Cc2ccccc2)c(=O)[nH]c1=O	-0.4	0.4	-4.2	-5.0	-11.6	4.4	9.8	1.2	2.0

Random excerpt: two compounds from above
no.	smiles	CHO-K1 Ca ag	V1aR counter	CHO parental Ca	M1 ag	CHO-K1 Ca antag	TAAR1 ag	M1 PAM parental	TAAR1 antag	OXTR potentiate
18	O=C(Cc1cn(Cc2cccc(Cl)c2)c2ccccc12)N1CCCC1	3.8	1.5	-27.6	-7.0	-21.0	10.9	31.9	-2.5	-5.8
3	S=C(Nc1cccnc1)NC1CCCC1	0.6	-0.2	-5.6	-4.3	4.1	3.0	9.4	-7.5	-1.6

(more compounds)
no.	smiles	CHO-K1 Ca ag	V1aR counter	CHO parental Ca	M1 ag	CHO-K1 Ca antag	TAAR1 ag	M1 PAM parental	TAAR1 antag	OXTR potentiate
21	COc1cc(OC)cc(C(=O)N[C@H](C(=O)OCC(=O)N2CCc3ccccc32)C(C)C)c1	-1.2	-1.6	-20.2	-7.1	-6.4	6.1	-10.2	-8.8	-24.7
22	O=C(NCc1ccc(Cl)cc1Cl)C(=O)N1CCCCC1	0.3	1.4	-13.1	-4.7	1.9	-0.7	12.6	0.5	0.6
23	COc1cccc(-c2cnc3c(NC=O)cc(-c4ccc(OC)cc4OC)cn23)c1	0.4	nt	nt	1.4	16.6	2.0	-11.6	34.6	nt
24	Cn1cc(/C=C(\NC(=O)c2ccccc2)C(=O)NCCN2CCOCC2)c2ccccc21	0.8	1.8	-4.6	0.2	3.7	2.0	4.5	-10.3	-7.8
25	Nc1nnnn1/N=C/c1ccccc1OCc1ccc(Cl)cc1	0.1	-0.1	-8.8	1.3	5.7	-0.5	-1.6	0.7	-1.2
26	N#Cc1ccc(-c2cccs2)nc1SCc1cccnc1	-0.1	-0.6	-15.9	-6.2	-4.2	-2.0	3.0	-7.5	-4.4
27	O=C(Nn1c(O)c(C=C2N=c3ccccc3=N2)sc1=S)c1ccccc1	2.5	2.1	-0.3	3.5	-7.7	37.9*	-1.5	48.4	-9.6
28	CCNC(=O)NC(=O)C(C)OC(=O)[C@H](C)NS(=O)(=O)c1c(C)c(C)cc(C)c1C (some centres not stated)	0.5	-0.8	-24.0	-4.6	-9.0	-3.1	8.1	-9.1	-3.0
29	CCc1cccc2c(C(=O)COC(=O)c3ccc([N+](=O)[O-])s3)c[nH]c12	7.0	6.7	22.5	-5.0	18.3	21.7	-10.3	41.7	-13.3
30	Cc1cccc(-n2ncc(C(=O)NC3CCCC3)c2C2CCN(C(=O)OC(C)(C)C)CC2)c1	-0.5	-0.9	-30.2	3.2	-13.2	2.5	-1.0	-3.1	5.4
31	Nc1ccc(N2CCOCC2)cc1C(F)(F)F	4.5	-0.3	4.3	-1.2	-16.0	-0.7	5.3	-2.6	-12.2
32	C/C(Cn1nnc([N+](=O)[O-])n1)=N\NC(=O)c1ccccc1O	2.0	0.5	-5.9	0.0	-13.6	-0.2	18.3	-18.8	-4.1
33	O=C(Cn1cc(C(F)(F)F)ccc1=O)N/N=C/c1ccccc1	1.1	0.3	-1.6	-3.7	-5.4	0.1	12.4	-19.7	-9.3
34	COC(=O)c1nn(-c2cccc(C(F)(F)F)c2)c(=O)cc1Sc1ccccn1	0.4	0.5	0.7	-2.2	10.7	12.1	-0.6	-2.4	-12.2
35	O=C(O)Cn1cc(/C=C2\SC(=O)N(c3ccccc3)C2=O)c2ccccc21	0.4	0.1	-14.1	-7.5	-4.3	6.3	24.5	17.3	1.4
36	CCOc1ccc(-n2cnnn2)cc1S(=O)(=O)NCCc1ccc(OC)c(OC)c1	-0.4	0.2	4.9	-4.5	7.1	9.4	-1.8	0.0	-5.6
37	COc1ccc(N(CC(=O)NCCC2=CCCCC2)S(=O)(=O)c2c(C)[nH]c(=O)[nH]c2=O)cc1	0.1	0.4	-9.7	-1.4	-3.7	-0.3	1.2	4.4	-5.2
38	CCN(CC)S(=O)(=O)c1ccc(C(=O)OCC(=O)NC2CCCC2)cc1	8.2	6.1	-4.3	-5.6	-14.9	1.8	5.3	-2.7	-8.3
39	CC1N(C)c2cc(NC(=O)c3cccs3)c(P(=O)(Nc3ccc([N+](=O)[O-])cc3)N3CCOCC3)cc2C1(C)C (configuration not stated)	0.8	-1.4	-24.3	-7.9	-11.5	12.3	2.4	-16.7	-6.2
40	CC1CCCC(NC(=O)CSC2=Nc3ccccc3C3CC=NN23)C1C (configuration not stated)	-0.2	-0.8	-15.9	-1.7	2.2	2.4	-6.2	-7.3	0.2
41	Cc1cc(C)c(OCC(=O)N2CCN(c3ncc(C(F)(F)F)cc3Cl)CC2)c(C)c1	0.3	0.3	-8.5	-2.6	-16.9	4.0	7.7	-20.0	-8.2
42	Cc1cccc(Nc2ncc3c(n2)CC(C)CC3=O)c1 (configuration not stated)	0.2	-1.7	-0.9	-4.9	-7.8	-1.6	17.6	-6.7	-6.1
43	O=S(=O)(Nc1ccc(Cl)cc1)c1ccc(N2CCOCC2)c(NC(=S)NCCN2CCOCC2)c1	2.4	5.0	-19.1	-6.4	3.7	3.0	-14.3	-23.5	-27.4
